A-T KAP1 phos – potential ataxia-telangiectasia treatment; AID 485349; […] A-T fibroblasts, KAP-1 phosphorylation AlphaLISA; neocarzinostatin DNA damage 30 min before lysis; Potency, µM (titrated, usually from 57.5 µM), inactives show at the top dose activation, usual class: activators; actives 0.19% (n = 320,000); note: potency is the fitted concentration of half-maximal effect; % of control where 0% means no effect; nearly all actives have a fitted effect of over 45% in size
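hTERT-immortalized A-T patient fibroblasts ([…]), 500 cells/well in OPTI-MEM, 1% FBS, got compounds for 60 min, then NCS for 30 min at 37C. Lysates were then assayed for phospho-KAP-1 by AlphaLISA (anti-pKAP1 donor, anti-KAP1 acceptor beads), 6 hr at 25C.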
CXXC DNA block – blocks binding of human MLL CXXC domain to DNA; actives 0.037% (n = 290,000); Q03164; Potency, µM (titrated, usually from 115 µM), for the others: at the highest dose activity change, negative = inhibition, most hits filed as inhibitors; MLL-CXXC / FITC-HOXA9 DNA fluorescence polarization; active = well fitted inhibition curve with a large enough effect in the polarisation, with a control signal flat, not every such curve was filed as active; inconclusive = small, poorly fitted or top-dose-only effect, or effect the other way, or a change in a side signal; inactive = no such curve, though single readings can be large or run the other way; the % refers to the polarisation; note: potency is the fitted concentration of half-maximal effect
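Purified MLL-CXXC (added from a 7 uM solution) was preincubated 5 min at ambient with pinned compounds in 50 mM Tris-HCl pH 7.5, 50 mM NaCl, 1 mM DTT, 0.05% BSA. Fluorescein-labeled HOX-A9 DNA (50 nM solution) followed, 30 min, then polarization read.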
Giardia killer – kills Giardia lamblia; Giardia lamblia trophozoite viability; actives 0.15% (n = 340,000); activity change, % at 7.66 µM, hits read low; in the data active = activity change below about -80%; inconclusive = between about -30% and that limit;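 note: parasites exposed to compound for two days anaerobically before the ATP read; % is set by controls: 0 for no effect and ±100 for the full control effect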
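Luminescence from cellular ATP indicates surviving trophozoites (100 cells/well) following 48 hrs anaerobic compound treatment at 37 deg C; signal develops 15-30 min at room temperature.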
Coupling enz – coupling enzyme interference in Giardia aldolase counter-screen. coupling enzyme system counterscreen, AmpLite Red fluorescence. activity change, negative = inhibition, % at 58.2 µM, hits read low. actives 0.67% (n = 290,000). AID 2472; in the data active = activity change below about -30%; note: % is set by controls: 0 for no effect and ±100 for the full control effect
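Fluorescence at 525 nm excitation and 598 nm emission measured inhibition of the coupled detection system without aldolase. Compounds (at 57.5 uM final) were preincubated 10 min at room temperature with coupling enzyme reagent before a 20 min substrate/AmpLite Red step.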
TCR act – T cell receptor activation. 330,000 tested, under 10 active. primary human leukocytes, anti-CD3, IL-2 HTRF, 48 h. Potency, µM (doses to about 9.22 µM), without a hit: at the highest dose activation of IL-2 secretion, most hits filed as activators; note: % of control where 0% means no effect
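1) Mix primary human leukocytes, a-CD3 beads and compound. 2) Incubate 48 hr. 3) Add HTRF IL-2 reagents (a-IL-2-K, a-IL-2-d2).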
TSHR antag – blocks TSH signaling through the human TSH receptor | P16473 | TSHR-expressing cells, TSH-stimulated cAMP HTRF, 2 h; hits give low values | activity change, negative = inhibition, % at 11.5 µM | actives 0.2% (n = 330,000);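 active = activity change below a set negative limit, meaning inhibition stronger than a set level, cut at about -70% in these data; inconclusive = activity change between two set negative limits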; note: % is set by controls: 0 for no effect and ±100 for the full control effect
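TSHR-expressing cells were treated with compounds, then stimulated with TSH at EC80 (4nM final) for 2 hours at 37 deg C. Cellular cAMP was measured by HTRF competition between lysate cAMP and cAMP-d2 for a cryptate-labelled anti-cAMP antibody.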
BCR signal inh – inhibitors of chronic active B-cell receptor signaling; ABC-DLBCL IkBa-CBG/CBR reporter, luminescence ratio, 4 h; actives 0.05% (n = 340,000); Potency, µM (highest dose often 46.1 µM), inactives show top-dose ratio change, negative = lower green/red ratio, usual class: inhibitors; AID 493014; active = well fitted inhibition curve with a large enough effect in the signal ratio, with a control signal flat, not every such curve was filed as active; inconclusive = small, poorly fitted or top-dose-only effect, or effect the other way, or a change in a side signal; the % refers to the signal ratio;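 note: potency is the fitted concentration of half-maximal effect; plate controls were basal doxycycline-induced cells for no effect and cells given 10 µM MG132 for full effect; MG132 reads +100%, hits lower the ratio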
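Doxycycline induced both beetle luciferases in TMD8 lymphoma cells; IKK-driven degradation limits the IkappaBalpha-fused green signal, while red luminescence normalises for cell number and nonspecific effects. Compounds tested up to 46 uM, 4 hrs.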
Tb PFK block – inhibitors of T. brucei phosphofructokinase | T. brucei PFK, ADP-Glo luminescence | Potency, µM (highest dose often 57.5 µM), without a hit: at the top dose activity, negative = inhibition, usual class: inhibitors | actives 0.17% (n = 330,000) | AID 485367;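 note: potency is the fitted concentration of half-maximal effect; 0% = uninhibited 1x PFK enzyme wells and -100% = no-enzyme wells; nearly all actives have a fitted effect of over 60% in size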
Target sequence (O15648 whole entry, looked up): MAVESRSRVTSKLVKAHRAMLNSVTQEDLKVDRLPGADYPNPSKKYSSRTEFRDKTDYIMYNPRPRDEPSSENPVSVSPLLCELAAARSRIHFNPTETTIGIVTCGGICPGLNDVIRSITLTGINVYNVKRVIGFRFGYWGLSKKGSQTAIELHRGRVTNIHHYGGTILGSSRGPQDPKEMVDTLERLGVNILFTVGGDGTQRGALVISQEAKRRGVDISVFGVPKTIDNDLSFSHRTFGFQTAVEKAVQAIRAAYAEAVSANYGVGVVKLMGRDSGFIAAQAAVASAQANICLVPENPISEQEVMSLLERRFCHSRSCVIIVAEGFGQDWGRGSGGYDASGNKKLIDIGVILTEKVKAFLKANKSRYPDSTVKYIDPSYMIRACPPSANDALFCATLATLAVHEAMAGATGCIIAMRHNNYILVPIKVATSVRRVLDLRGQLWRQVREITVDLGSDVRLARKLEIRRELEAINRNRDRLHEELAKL
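Compounds were pin-transferred as a titration series up to 57 uM into substrate buffer (0.5 mM F6P, 0.1 mM ATP, pH 8.0), then 1.25 nM PFK was added and reactions ran 45 min before ADP-Glo detection.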
KCNH2 WT inh – inhibitors of human wildtype KCNH2 potassium channel; Q12809; U2OS, BacMam KCNH2, thallium flux FluxOr; hits give low values; activity change, % at 1.84 µM; actives 0.37% (n = 340,000);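 active = maximum activity change below -70%; inconclusive = maximum activity change between -70% and -50%; inactive = maximum activity change above -50%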; note: % is set by controls: 0 for no effect and ±100 for the full control effect
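U2OS cells were transduced with wild-type KCNH2 virus (2.03 x 10^8 / mL) for 4 h at room temperature, then cultured overnight at 37 C. Thallium flux was read with FluxOr dye. Rate constants were normalized to DMSO controls.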
GALK inh – galactokinase (human) inhibition. P51570. Purified GALK, Kinase-Glo residual ATP luminescence. Potency, µM (highest dose often 57.5 µM), for the others: at the top dose activity change, negative = inhibition, hits mostly inhibitors. actives 0.007% (n = 270,000); note: potency is the fitted concentration of half-maximal effect; % is set by controls: 0 for no effect and ±100 for the full control effect
Target sequence (P51570 whole entry, looked up): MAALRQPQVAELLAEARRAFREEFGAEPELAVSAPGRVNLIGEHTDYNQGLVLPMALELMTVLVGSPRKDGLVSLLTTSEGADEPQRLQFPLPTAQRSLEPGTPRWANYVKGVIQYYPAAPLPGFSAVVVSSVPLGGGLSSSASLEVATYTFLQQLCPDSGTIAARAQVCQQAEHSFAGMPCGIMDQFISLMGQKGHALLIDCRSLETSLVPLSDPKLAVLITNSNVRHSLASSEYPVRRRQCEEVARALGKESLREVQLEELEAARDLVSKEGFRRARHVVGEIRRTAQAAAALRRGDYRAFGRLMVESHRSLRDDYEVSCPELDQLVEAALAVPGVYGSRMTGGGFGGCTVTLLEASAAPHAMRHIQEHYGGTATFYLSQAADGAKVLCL
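The enzyme phosphorylates galactose (100 uM) using ATP (35 uM); inhibition is detected as higher residual ATP, quantified by bioluminescence after 1 h reaction at room temperature, pH 8.0.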
* = called active by the depositor; ? = inconclusive; nt = not tested or not shown; [ ] = dose if it differs, or a comment. Unless noted, calls come from the whole dose curve; as a rule, active = well fitted curve in the direction sought with a large enough effect; inconclusive = small, poorly fitted or top-dose-only effect, or another doubt; inactive = no such curve, though single readings can be large; an effect the other way counts as inactive or inconclusive.

1) CCCNC1=C(C)C(=O)C2=C(C1=O)C(COC(N)=O)[C@]1(OC)C3NC3CN21 (some centres not stated)
2) Cc1ccc2oc(=O)n(CCC(=O)Nc3ccc(N4CCOCC4)cc3)c2c1
3) CCN1CCN(C(=O)COc2ccc(S(=O)(=O)Nc3ccc(Cl)cc3)cc2)CC1
4) CCCCCn1c(=O)c(C(=O)Nc2cccc(C)n2)c(O)c2ccccc21
5) COc1ccc(OCC(=O)N2CCN(Cc3nc4cc([N+](=O)[O-])ccc4n3C)CC2)cc1
6) CCOC(=O)C(=CNc1ccc(C(O)(C(=O)OCC)C(F)(F)F)cc1C)C(=O)OCC (configuration not stated)
7) COC(=O)C1=C(c2ccc(Cl)c(C(F)(F)F)c2)C[C@@H]2CC[C@H]1N2C(=O)NCCCOC(C)C
8) Cc1cc(C)n(-c2ccc(NN=C(C#N)C#N)cc2)n1

Screen / compound no.	1	2	3	4	5	6	7	8
A-T KAP1 phos	-21%	1%	8%	1%	-3%	8%	-6%	-5%
CXXC DNA block	10%	-7%	3%	-4%	13%	6%	nt	4%
Giardia killer	?	4	13	-15	1	5	2	5
Coupling enz	-24	nt	4	-1	2	-3	nt	4
TCR act	0%	-4%	-1%	-1%	10%[46.1 µM]	-1%[46.1 µM]	-9%	1%
TSHR antag	-19	0	3	24	-10	-33	5	-29
BCR signal inh	?	?	-1%	-5%	-4%	?	?	?
Tb PFK block	-7%	-2%	0%	-2%	-3%	2%	-6%	-3%
KCNH2 WT inh	-5	-1	8	-9	13	-3	-4	11
GALK inh	6%	-5%	-6%	2%	1%	1%	nt	-2%

9) CCCCCCn1c(=O)c(C(=O)Nc2ncccc2O)c(O)c2ccccc21
10) O=c1[nH]c(=S)n(Cc2ccc(F)cc2)c(O)c1C=NCc1ccc2c(c1)OCO2
11) Clc1ccc2c(c1)C(c1ccccc1Cl)=NCc1nnc(Br)n1-2
12) Cc1cc(Oc2ccc(C(F)(F)F)cc2[N+](=O)[O-])c2c3c(c(=O)oc2c1)CCC3
13) Cc1ccc(C2N(c3ccccn3)C(=O)C3CCCN32)o1 (configuration not stated)
14) O=C(Oc1ccc(Cl)c2cccnc12)N1CCCCCC1
15) O=C1C2CCCN2C(c2cccc(Cl)c2)N1c1ccccn1 (configuration not stated)
16) O=S(=O)(c1ccccc1)N1CCCCC1c1cccnc1 (configuration not stated)

Screen / compound no.	9	10	11	12	13	14	15	16
A-T KAP1 phos	0%	-2%	nt	-1%	1%	nt	-1%	7%
CXXC DNA block	14%	6%	-4%	11%	-6%	-7%	-2%	12%
Giardia killer	-12	-28	13	-19	-14	-14	4	9
Coupling enz	-2	2	5	0	4	-1	10	-11
TCR act	5%	6%	-5%[46.1 µM]	-7%[46.1 µM]	2%	7%[46.1 µM]	nt	nt
TSHR antag	-11	-2	-13	25	-6	-11	5	-4
BCR signal inh	-2%	1%	?	-2%	2%	?	-15%	?
Tb PFK block	3%	-1%	-28%	0%	1%	0%	-3%	-1%
KCNH2 WT inh	1	-13	-5	2	7	-6	-4	-5
GALK inh	0%	nt	0%	0%	0%	-3%	1%	-2%

17) COC(=O)C1=C(c2ccc(F)cc2F)C[C@@H]2CC[C@H]1N2C(=O)N1CCC(C)CC1
18) COc1ccc(C(=O)C2CCCN(Cc3ccc(F)cc3F)C2)cc1F (configuration not stated)
19) O=C(c1cccc2ccccc12)C1CCCN(C2CCC2)C1 (configuration not stated)
20) O=C1NC(=O)C2(Cc3ccccc3N3CCCC32)C(=O)N1Cc1ccccc1 (configuration not stated)
21) CN(C)c1ccc(Nc2ccc([N+](=O)[O-])cn2)cc1
22) Cc1cc2c(s1)NC(=O)CN=C2c1cccs1
23) CC1CN(O)C2CCc3c(no[n+]3[O-])C12O (configuration not stated)
24) CCN1C[C@]2(C)CC[C@H](O)[C@]34C1[C@H](C[C@H]23)[C@@]1(O)C[C@H](OC)[C@H]2C[C@@H]4[C@@H]1C2O (some centres not stated)

Screen / compound no.	17	18	19	20	21	22	23	24
A-T KAP1 phos	-3%	8%	-5%	-2%	-13%	nt	nt	-4%
CXXC DNA block	nt	0%	12%	2%	-17%	-3%	-4%	nt
Giardia killer	-7	-3	20	6	-2	-15	-1	7
Coupling enz	nt	1	-1	-1	-12	7	-1	nt
TCR act	8%	-1%	2%	0%	-3%	-2%	nt	-1%
TSHR antag	-10	6	4	-7	-3	nt	nt	0
BCR signal inh	1%	-4%	3%	2%	?	nt	nt	7%
Tb PFK block	-2%	0%	-8%	4%	-1%	nt	nt	-2%
KCNH2 WT inh	6	13	-12	13	-3	-14	-13	8
GALK inh	nt	0%	-4%	5%	5%	1%	-1%	nt

25) COc1ccc(CCNC2CCCCC2)cc1
26) CCOC(=O)Cn1cc(C(=O)c2ccccc2F)c2ccccc21
27) NC(=S)/N=C/c1c(O)[nH]c(=O)[nH]c1=O
28) CCN1CC=C(c2c[nH]c3ccccc23)CC1
29) Cc1c(P(=S)(c2ccccc2)c2ccccc2)[n+]2ccccc2n1C
30) C=C(C=O)CC1CC(O)[C@]2(C)OC3CC4OC5C[C@]6(C)O[C@]7(C)CCC8OC9C[C@]%10(C)OC%11C(C)=CC(=O)OC%11CC%10OC9C[C@@H](C)C8OC7CC6O[C@]5(C)CC5OC5C4OC3CC2O1 (some centres not stated)
31) Cc1ccc(N2C(=O)NC(=O)/C(=C\c3cn(CC(=O)O)c4ccccc34)C2=O)cc1
32) CCn1c(=N)n(Cc2ccccc2F)c2ccccc21

Screen / compound no.	25	26	27	28	29	30	31	32
A-T KAP1 phos	-8%	11%	0%	4%	-5%	-8%	-3%	-2%
CXXC DNA block	0%	4%	3%	-7%	10%	-23%	?	-1%
Giardia killer	2	-11	8	11	?	10	-3	-7
Coupling enz	1	0	2	0	1	1	-3	1
TCR act	0%	nt	1%	4%	-1%	8%	3%	3%[46.1 µM]
TSHR antag	-5	7	0	-8	0	-23	27	12
BCR signal inh	-2%	6%	2%	0%	-2%	-8%	-3%	0%
Tb PFK block	5%	3%	1%	-3%	8%	-1%	9%	5%
KCNH2 WT inh	-1	9	-19	9	-13	14	3	0
GALK inh	-1%	-3%	-6%	6%	12%	-6%	-7%	0%

33) Cc1cc(Cl)ccc1OCC(=O)O
34) CC(=O)Nc1ccc([As](=O)(O)c2ccc([N+](=O)[O-])cc2)cc1
35) O=C1Nc2ccccc2C1Cc1nc2ccccc2c(=O)n1-c1ccccc1 (configuration not stated)
36) COCCCN=Cc1c(O)[nH]c(=S)[nH]c1=O
37) COCCCN1Cc2ccccc2C1=N
38) O=C1NC(=O)N(c2ccccc2)C(=O)/C1=C\c1ccc([N+](=O)[O-])s1
39) COC(=O)C1=C(c2cccc(OCc3ccccc3)c2)C[C@@H]2CC[C@H]1N2C(=O)NCc1ccc2[nH]ccc2c1
40) Cn1cccc1/C=C1\C(=O)NC(=O)N(Cc2ccccc2Cl)C1=O
41) O=C(CCC(=O)N1C[C@H]2C[C@@H](C1)c1cccc(=O)n1C2)NCc1cccc(C(F)(F)F)c1

Screen / compound no.	33	34	35	36	37	38	39	40	41
A-T KAP1 phos	2%	10%	?	4%	-8%	5%	-1%	4%	-4%
CXXC DNA block	6%	2%	-9%	26%	9%	26%	nt	?	-1%
Giardia killer	-3	-16	5	23	-7	8	-15	18	0
Coupling enz	7	-1	3	2	-12	-12	nt	5	0
TCR act	4%	2%	2%	6%	-5%	-2%	0%	0%	8%
TSHR antag	1	2	-4	-4	18	-7	20	0	6
BCR signal inh	10%	-13%	?	12%	-7%	8%	?	?	1%
Tb PFK block	0%	-2%	0%	2%	-1%	?	0%	1%	-2%
KCNH2 WT inh	-6	-11	-4	0	0	-5	1	1	-24
GALK inh	6%	6%	1%	-2%	-2%	nt	nt	-1%	nt

Part of the list above, field by field.
33. Cc1cc(Cl)ccc1OCC(=O)O
  A-T KAP1 phos: 2%	CXXC DNA block: 6%	Giardia killer: -3	Coupling enz: 7	TCR act: 4%	TSHR antag: 1	BCR signal inh: 10%	Tb PFK block: 0%	KCNH2 WT inh: -6	GALK inh: 6%

34. CC(=O)Nc1ccc([As](=O)(O)c2ccc([N+](=O)[O-])cc2)cc1
  A-T KAP1 phos: 10%	CXXC DNA block: 2%	Giardia killer: -16	Coupling enz: -1	TCR act: 2%	TSHR antag: 2	BCR signal inh: -13%	Tb PFK block: -2%	KCNH2 WT inh: -11	GALK inh: 6%

Look-ups from the results shown:
Value of CC1CN(O)C2CCc3c(no[n+]3[O-])C12O (configuration not stated) in Giardia killer: -1
Value of C=C(C=O)CC1CC(O)[C@]2(C)OC3CC4OC5C[C@]6(C)O[C@]7(C)CCC8OC9C[C@]%10(C)OC%11C(C)=CC(=O)OC%11CC%10OC9C[C@@H](C)C8OC7CC6O[C@]5(C)CC5OC5C4OC3CC2O1 (some centres not stated) in CXXC DNA block: -23%
Value of Cc1cc(Oc2ccc(C(F)(F)F)cc2[N+](=O)[O-])c2c3c(c(=O)oc2c1)CCC3 in Tb PFK block: 0%

An excerpt. The share of hits here may be higher or lower than overall.
